# 697 NFkB inh: inhibitors of the PMA/ionomycin-induced NF-kB reporter in 697 B cells; 697 B-cell NF-kB luciferase reporter, 16 h; inhibition, % at 4 µM; 0.33% of 330,000 active; AID 435022; in the data active means inhibition above about 35%
# CCR6 antagonist: blocks CCL20-driven beta-arrestin recruitment at human CCR6; CHO-K1 CCR6 PathHunter beta-arrestin, luminescence, CCL20-stimulated; P51684; AID 493098; inhibition, % at 20 µM; 0.49% of 340,000 active;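 active means compounds whose inhibition of the agonist-driven luminescence signal at 20 µM reaches about 50%, limit read from the data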;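 further: cells stimulated with CCL20 at 14 nM final; plate controls were DMSO with CCL20 for no effect and DMSO without agonist for full effect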
# Target sequence (P51684 whole entry, looked up): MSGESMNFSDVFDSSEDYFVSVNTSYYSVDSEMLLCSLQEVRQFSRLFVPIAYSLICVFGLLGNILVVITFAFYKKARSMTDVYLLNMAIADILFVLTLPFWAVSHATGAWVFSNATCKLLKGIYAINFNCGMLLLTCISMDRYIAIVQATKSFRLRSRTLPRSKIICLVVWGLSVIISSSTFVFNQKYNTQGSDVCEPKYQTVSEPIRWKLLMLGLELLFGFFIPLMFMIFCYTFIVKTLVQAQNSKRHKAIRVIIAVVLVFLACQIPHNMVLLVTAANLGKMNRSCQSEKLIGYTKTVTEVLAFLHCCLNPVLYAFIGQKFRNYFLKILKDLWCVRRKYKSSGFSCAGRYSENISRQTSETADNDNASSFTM
# Mdm2-MdmX inh: human Mdm2/MdmX binding inhibition; O15151+Q00987; SaOS-2 split-luciferase Mdm2/MdmX complementation, luminescence; inhibition, % at 8 µM; 3% of 330,000 active; AID 485346;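 active means inhibition of at least 50% at 8 µM in the primary screen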
# Gli-Sufu antag: blocks Gli-Sufu signaling in a luciferase reporter; Sufu-KO-LIGHT fibroblasts, Gli luciferase reporter luminescence; inhibition, % at 5 µM; 0.74% of 340,000 active;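 active means inhibition above about 55%, limit read from the data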;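 further: 0% = DMSO-treated cells and 100% = wells with medium but no cells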
# CXCR6 block: blocks human CXCR6 beta-arrestin recruitment. O00574. CHO-K1 PathHunter CXCR6 beta-arrestin, luminescence. inhibition, % at 20 µM. 0.36% of 360,000 active; in the data active means inhibition above about 34%, passing the limit was not always enough;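 further: antagonist mode with CXCL16 agonist at 10 nM final; 0% = 10 nM CXCL16 with DMSO and 100% = unstimulated wells without agonist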
# Target sequence (O00574 whole entry, looked up): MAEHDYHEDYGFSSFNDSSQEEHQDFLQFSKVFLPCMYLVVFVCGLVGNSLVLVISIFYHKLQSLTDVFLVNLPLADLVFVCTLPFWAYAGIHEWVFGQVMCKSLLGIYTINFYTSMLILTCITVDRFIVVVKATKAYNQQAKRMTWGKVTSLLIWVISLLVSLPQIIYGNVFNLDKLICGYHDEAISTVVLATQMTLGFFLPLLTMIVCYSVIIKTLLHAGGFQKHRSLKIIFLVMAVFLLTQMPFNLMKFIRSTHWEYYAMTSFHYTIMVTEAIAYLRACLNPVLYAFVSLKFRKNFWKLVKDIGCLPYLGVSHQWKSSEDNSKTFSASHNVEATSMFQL
# EBI2 antag: antagonists of human EBI2 receptor. AID 651636. inhibition, % at 5 µM. EBI2 beta-arrestin recruitment, luminescence, 7a,25-OHC stimulated. P32249. 0.81% of 360,000 active; in the data active means inhibition above about 38%;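 further: enzyme fragment complementation signal reports receptor beta-arrestin coupling in cells; 0% = agonist plus DMSO wells and 100% = wells without agonist; some results beyond the cut were filed as inactive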
# Target sequence (P32249 whole entry, looked up, the tested form may be a part): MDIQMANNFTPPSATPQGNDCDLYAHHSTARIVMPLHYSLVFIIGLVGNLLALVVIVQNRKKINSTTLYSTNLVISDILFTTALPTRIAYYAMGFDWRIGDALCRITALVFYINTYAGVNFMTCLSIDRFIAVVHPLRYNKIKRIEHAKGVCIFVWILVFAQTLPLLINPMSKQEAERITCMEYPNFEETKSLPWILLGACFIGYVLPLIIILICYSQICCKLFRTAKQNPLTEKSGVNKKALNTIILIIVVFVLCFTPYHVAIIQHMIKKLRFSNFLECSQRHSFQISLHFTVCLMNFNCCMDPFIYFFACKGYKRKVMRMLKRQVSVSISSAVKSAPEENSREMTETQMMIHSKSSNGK
# XBP1 UPR activ: adaptive UPR (XBP1) activation; activation, % at 20 µM; 0.33% of 330,000 active; AID 463104; CHO-XBP1 luciferase reporter, IRE1-XBP1 UPR activation, luminescence; percent of tunicamycin response, DMSO as zero;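 active means versus positive control, 20 µM dose yields 30% or more activation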;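 further: 100% = tunicamycin at 10 µg/mL and 0% = DMSO only wells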
#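 Signal: luciferase luminescence; Assay system: CHO-XBP1 luciferase reporter cells; Amount: one thousand reporter cells per well; Dosing: 20 µM single concentration, DMSO 1%; Benchmarks: high control tunicamycin 10 µg/mL final, low control DMSO vehicle only; Schedule: 6 h compound exposure at 37 °C, 5% CO2; Evaluation: percent activation relative to tunicamycin reference.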
# CHOP UPR activ: apoptotic UPR (CHOP) activation; CHO-CHOP luciferase reporter, luminescence; percent of tunicamycin response over DMSO baseline; 0.34% of 330,000 active; activation, % at 10 µM;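 active means at 10 µM dose, activation of 40% or more, normalized to positive control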;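 further: 100% = tunicamycin at 10 µg/mL and 0% = DMSO alone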
#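 measured by = luciferase luminescence | assay system = CHO-CHOP cells, stable luciferase reporter of PERK-eIF2a-CHOP signalling | amount = 500 reporter cells seeded per well | timing = 6 h compound exposure at 37 °C after overnight seeding | controls = positive tunicamycin 10 µg/mL, negative DMSO alone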
# Jurkat NFkB inh: inhibitors of the PMA/ionomycin-induced NF-kB reporter in Jurkat cells | PMA/ionomycin-induced NF-kB luciferase reporter, luminescence | inhibition, % at 4 µM | 0.53% of 330,000 active | AID 435003; in the data active means inhibition above about 50%
# Active calls of the source: *; nt = no result given.
mol,CHOP UPR activ,CXCR6 block,Mdm2-MdmX inh,Jurkat NFkB inh,697 NFkB inh,Gli-Sufu antag,XBP1 UPR activ,EBI2 antag,CCR6 antagonist
Cc1cc(NS(=O)(=O)c2ccc(NC(=O)c3c(F)c(F)c(F)c(F)c3F)cc2)nc(C)n1,-1.0,3,-27,2,-3,3,-4,-4,-9
CCOC(=O)C1CCCN(C(=O)c2cncc(Br)c2)C1 (configuration not stated),-1.1,-2,22,-2,18,1,-2,-9,10
CC(C(=O)N1CCN=C1c1ccccc1)N1C(=O)c2ccccc2C1=O (configuration not stated),0.1,-2,-15,-25,-11,-3,-4,-14,1
NS(=O)(=O)c1ccc(CCNC(=O)/C=C/c2ccc([N+](=O)[O-])cc2)cc1,-1.1,-11,15,13,7,-2,-1,0,1
COc1ccc(/C(C)=C2\SC(=S)N(CCC(=O)O)C2=O)cc1,0.8,0,-1,-6,7,-1,0,-3,7
CNC(C)C#Cc1ccc2oc3cc(C)c(C)cc3c(=O)c2c1 (configuration not stated),1.2,-1,-11,-83,-103,-59,-1,2,35
Cc1ccc(C)c2[nH]c(=O)c(CN(Cc3ccc4c(c3)OCO4)Cc3nnnn3Cc3ccco3)cc12,-0.7,3,19,-4,12,13,-5,-3,18
CCOc1cc(/C=N/Nc2nnc(C)n2N)ccc1O,0.2,-18,23,-6,15,0,4,-11,-2
CCCOc1ccc(C(F)(F)F)cc1NS(=O)(=O)c1ccc(Cl)nc1,-0.6,-9,17,-1,7,-1,-3,3,11
COc1cccc(C(=O)Nc2cccc3c2ccc2cccn23)c1,2.2,2,-10,7,23,-9,0,2,14
Cc1c(-n2cccc2C=O)cccc1[N+](=O)[O-],0.5,-3,-23,-14,-20,0,0,-4,16
CCCCc1ccc(NC(=O)CN2NS(=O)(=O)c3ccccc3C2=O)cc1,-0.1,5,-11,-5,-18,-4,3,8,18
COCCCNC(=O)CSc1nc2ccccc2c(=O)n1CCC(=O)NCCc1ccc(OC)c(OC)c1,-1.2,-4,-6,-12,20,0,-3,-8,-2
Cc1ccc(NC(=O)c2oc3ccc(S(=O)(=O)N4CCOCC4)cc3c2C)c(C)c1,-1.6,-11,23,13,18,1,-5,-7,11
Cn1c(NC(=O)/C=C/c2ccc(Cl)c(Cl)c2)cc(=O)n(C)c1=O,1.0,-11,11,-42,-71,-26,5,24,-11

# Of the compounds above, two have a nitro group on carbon:
mol,CHOP UPR activ,CXCR6 block,Mdm2-MdmX inh,Jurkat NFkB inh,697 NFkB inh,Gli-Sufu antag,XBP1 UPR activ,EBI2 antag,CCR6 antagonist
NS(=O)(=O)c1ccc(CCNC(=O)/C=C/c2ccc([N+](=O)[O-])cc2)cc1,-1.1,-11,15,13,7,-2,-1,0,1
Cc1c(-n2cccc2C=O)cccc1[N+](=O)[O-],0.5,-3,-23,-14,-20,0,0,-4,16

# Other results follow:
mol,CHOP UPR activ,CXCR6 block,Mdm2-MdmX inh,Jurkat NFkB inh,697 NFkB inh,Gli-Sufu antag,XBP1 UPR activ,EBI2 antag,CCR6 antagonist
Cc1cc2c(cc1S(=O)(=O)N1CCN(c3ccc(Cl)cc3)CC1)OCCN2C,-2.1,-4,85*,21,1,6,-2,3,7
COc1cc2c(c(OC)c1OC)-c1c(cc3c(c1OC)OCO3)C[C@H](C)[C@@](C)(O)C2,0.3,-7,10,6,14,3,-5,-2,4
CCCNC(=O)CN(C)S(=O)(=O)c1ccc(F)cc1,1.7,5,6,2,-3,1,2,-5,6
CC(=O)N1CC(=O)N(c2ccccc2)C1=O,-0.5,2,-20,5,15,8,-3,4,-4
COc1ccc(NC(=O)c2ccc3snnc3c2)cc1,8.2,10,-30,-38,-53,-43,2,13,-1
Cc1cc2nnc(SCc3ccccc3)n2c(N)n1,-0.4,1,-34,-6,22,-4,0,-6,2
Cc1cccc(N2C(=O)C(O)=C(C(=O)c3cccs3)C2c2cccc(Oc3ccccc3)c2)n1 (configuration not stated),4.2,9,-3,-13,-3,-7,0,-4,4
CCN1CCN(C(c2cc(OC)c(OC)c(OC)c2)c2nnnn2C(C)C)CC1 (configuration not stated),0.6,0,-11,-10,-4,-2,-3,-6,-26
CCN(CC)c1ccc(/C=N/NC(=O)Cc2ccc(OC)c(OC)c2)cc1,0.6,0,28,-3,8,-5,-1,7,13
Cn1c(CN2CCOCC2)nc2cc(NC(=O)COc3ccccc3)ccc21,1.2,4,-2,-12,-62,-13,1,-7,-12
Cc1cc(O)c2c(C)c(CC(=O)N3CCN(C(=O)C4COc5ccccc5O4)CC3)c(=O)oc2c1 (configuration not stated),-1.3,9,26,10,-3,-15,-4,-1,9
O=C(CN1CCN(S(=O)(=O)c2ccc(Cl)cc2)CC1)Nc1ccc2c(c1)OCO2,0.6,-3,8,-15,-9,6,-7,11,4
COc1ccc(N=Cc2oc3ccc4ccccc4c3c2O)cc1,3.5,3,-75,-19,-34,-43,2,0,14
CC(C)C(=O)N1CCC(CN=Cc2c(O)n(C3CCCCC3)c(=O)n(C3CCCCC3)c2=O)CC1,nt,17,nt,nt,nt,-4,nt,20,14
COc1ccc(/C=N/NC(=O)c2ccncc2)cc1[N+](=O)[O-],-0.9,-5,1,3,6,-8,-2,2,1
O=C(COC(=O)c1ccc(Cl)c(S(=O)(=O)NCc2ccccc2)c1)NC1CC1,0.5,4,0,-9,3,1,-2,1,-5
CCc1ccc(-c2nc(CN3CCC(C(=O)N4CCN(c5ccccn5)CC4)CC3)c(C)o2)cc1,2.4,-8,27,17,-18,14,7,7,2
COc1ccc(N(C(=O)C(C)C)S(=O)(=O)c2ccc3c(c2)n(C)c(=O)n3C)cc1,-1.0,3,15,19,7,-26,2,-8,-3
CN(C)S(=O)(=O)c1ccc(C(=O)OCC(=O)NC(=O)NCc2ccccc2)cc1,-0.8,4,-16,0,13,-2,-2,-2,3
CC1(C)CC(=O)C2=C(C1)NC(SCC(=O)Nc1ccccc1)=C(C#N)C2c1ccco1 (configuration not stated),7.9,-3,14,-23,7,16,0,8,14
CC(=O)Nc1cccc(N/C(N)=N/c2nc(C)cc(C)n2)c1,-2.2,-1,28,-4,5,10,2,-10,8
COc1ccc(N(C(=O)c2csnn2)C(C(=O)NC2CCCC2)c2cccs2)cc1 (configuration not stated),-1.4,-1,2,-9,17,15,-2,-4,-4
CC1(C)CC2CC(C)(CN2S(=O)(=O)c2ccc(N)cc2)C1 (configuration not stated),-2.6,-4,7,1,26,6,0,-4,0
Cc1nn(C)c(C)c1C1C(C#N)=C(N)OC2=C1C(=O)CC(C)(C)C2 (configuration not stated),-0.1,-11,5,2,4,0,1,-22,10
CSc1sccc1/C=N/O,1.1,-16,18,-7,-10,-5,2,-3,0
Cn1c(=O)c2c(nc(CN3CCN(c4cccc(Cl)c4)CC3)n2CCc2ccccc2)n(C)c1=O,-2.9,10,38,27,-8,6,-3,14,22
CC(C)c1nccn1S(=O)(=O)c1cccc([N+](=O)[O-])c1,nt,-15,nt,nt,nt,0,nt,-5,-3
O=C(O)CCC(=O)Nc1ccc(Oc2ncnc3cc(Cl)ccc23)nc1,-0.3,-8,8,-7,-3,-4,5,7,-4
CCN(CC)C(=O)c1sc(NC(=O)c2ccoc2C)c(C(=O)OC)c1C,-1.8,-2,-21,-12,4,-2,1,2,19
CN(C(=O)c1cccc(NC(=O)Cc2ccc(NC(=O)C3CCCN(C(=O)C4CCC4)C3)cc2)c1)C1CCCC1 (configuration not stated),nt,3,nt,nt,nt,1,nt,3,10

# Some entries already given, showing only EBI2 antag:
canonical_smiles | EBI2 antag
Cc1cc(O)c2c(C)c(CC(=O)N3CCN(C(=O)C4COc5ccccc5O4)CC3)c(=O)oc2c1 (configuration not stated) | -1
O=C(CN1CCN(S(=O)(=O)c2ccc(Cl)cc2)CC1)Nc1ccc2c(c1)OCO2 | 11

# The list continues:
mol,CHOP UPR activ,CXCR6 block,Mdm2-MdmX inh,Jurkat NFkB inh,697 NFkB inh,Gli-Sufu antag,XBP1 UPR activ,EBI2 antag,CCR6 antagonist
CCOc1ccc(NC(=O)n2ncc3c(C)cccc32)cc1,5.6,-3,-75,-98,-107,-72,5,5,1
COCc1cc(Sc2ccc(OC)cc2)nc(-c2ccccc2)n1,-2.4,-7,15,8,9,7,-3,-1,12
O=C(N/N=C/c1ccc(F)cc1)c1cc(-c2ccco2)nc2ccccc12,2.8,2,15,1,-15,-2,-1,-5,17
NC(=O)C1CCN(CC(=O)Nc2ccccn2)CC1,-1.3,-4,27,-5,-2,2,-1,-3,-2
Cn1c(=O)cc(SCC(=O)NCCCN2CCOCC2)c2ccccc21,-1.8,6,-6,4,3,1,-2,-6,-10
CCOc1ccc(S(=O)(=O)NCCC(=O)N(C)Cc2cccs2)cc1,-0.4,-8,-24,1,15,8,-3,-4,0
COC(=O)c1sccc1NC(=O)CC1C(=O)NCCN1C(=O)c1c(F)cccc1Cl (configuration not stated),-1.1,7,-8,-10,4,8,1,-1,6
Cc1ccc2c(c1)N(CC(=O)NCc1ccco1)C(=O)C(C(C)C)O2 (configuration not stated),0.3,-2,18,1,7,6,-1,17,22
Cc1ccc(OCCn2cc(/C(N)=N/O)c3ccccc32)cc1C,-3.2,3,-16,4,14,-14,7,4,2
CCc1ccc(NC(=O)N2CCN(C(=O)C3CCCO3)CC2)cc1 (configuration not stated),2.9,1,29,6,26,-1,-3,0,1
CCN(C(=O)COC(=O)c1ccccc1SCC(=O)N1CCCC1)C1CCS(=O)(=O)C1 (configuration not stated),-1.3,-9,14,-26,-21,6,-2,5,4
O=C(Nc1ccc(N2CCN(C(=O)c3ccccc3F)CC2)cc1)c1cncc(Br)c1,-1.6,-12,63*,20,-28,-10,-4,5,5
Cc1ccc([N+](=O)[O-])cc1S(=O)(=O)Nc1ccc(O)c(Sc2ncn[nH]2)c1,4.5,-2,-9,-7,-5,-5,-2,-4,6
COC(=O)c1sccc1NC(=O)Nc1ccc(C)cc1C,1.4,-1,-2,3,-4,4,2,7,1
CC(C)(C)c1ccc(Oc2ccc(NC(=O)c3ccccc3C(=O)O)cn2)cc1,-2.4,0,23,32,-31,43,-5,-38,8
CCOC(=O)CN1N=C(c2ccc(Cl)s2)CSC1=O,1.0,10,-9,3,-11,-16,-3,1,-6
Cc1ccccc1CCN(C(=O)c1csnn1)C(C(=O)NC1CCCC1)c1ccco1 (configuration not stated),1.2,-2,15,6,26,-16,-5,5,3
COc1ccc(C)cc1CN(C)c1ccc(S(=O)(=O)N2CCN(C)CC2)cn1,0.2,-3,11,-7,3,1,-1,-2,11
CC(=O)OC(C[N+]1(C)CCCCCC1)c1ccccc1 (configuration not stated),-1.7,-1,1,3,10,7,-4,5,3
COc1cc(Cl)c(C)cc1NC(=O)CSc1sc2c(O)cc(=O)[nH]c2c1C#N,2.6,-8,12,-6,9,6,-2,-3,4
COc1ccccc1NC(=O)Nc1ccc2c(c1)nc(C)n2C,2.3,-3,-101,-124,-102,-65,0,-10,-5
CCOc1ccc(NC(=O)CSc2nnc(C3CC3)n2C)cc1,0.0,-3,11,3,4,-11,-6,2,-8
CCOC(=O)c1ccc(N/C=C2/CCCC(C)C2=O)cc1 (configuration not stated),-0.3,5,-58,-90,-71,8,1,-12,26
